Keap1 Nrf2 FP – disrupts human Keap1 binding to Nrf2 peptide; hit rate 0.15% among 340,000; Q14145; inhibition, % at 9.4 µM; Keap1 Kelch-Nrf2 peptide fluorescence polarization, 1536-well; in the data active means inhibition above about 12%;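 further: human Keap1 Kelch domain with fluorescein labeled Nrf2 9mer peptide probe; 0% = neutral control wells and 100% = peptide positive control; higher means more block of Keap1 binding to Nrf2 peptide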
DAGLB inhibitor – blocks human DAGLB lipase activity | Q8NCG7 | HEK293T DAGLB membrane lysate, EnzChek fluorogenic substrate | inhibition, % at 5.17 µM | hit rate 0.059% among 340,000 | AID 504411; in the data active means inhibition above about 34%;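 further: 0% = enzyme with vehicle and 100% = wells lacking enzyme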
Target sequence (Q8NCG7 whole entry, looked up): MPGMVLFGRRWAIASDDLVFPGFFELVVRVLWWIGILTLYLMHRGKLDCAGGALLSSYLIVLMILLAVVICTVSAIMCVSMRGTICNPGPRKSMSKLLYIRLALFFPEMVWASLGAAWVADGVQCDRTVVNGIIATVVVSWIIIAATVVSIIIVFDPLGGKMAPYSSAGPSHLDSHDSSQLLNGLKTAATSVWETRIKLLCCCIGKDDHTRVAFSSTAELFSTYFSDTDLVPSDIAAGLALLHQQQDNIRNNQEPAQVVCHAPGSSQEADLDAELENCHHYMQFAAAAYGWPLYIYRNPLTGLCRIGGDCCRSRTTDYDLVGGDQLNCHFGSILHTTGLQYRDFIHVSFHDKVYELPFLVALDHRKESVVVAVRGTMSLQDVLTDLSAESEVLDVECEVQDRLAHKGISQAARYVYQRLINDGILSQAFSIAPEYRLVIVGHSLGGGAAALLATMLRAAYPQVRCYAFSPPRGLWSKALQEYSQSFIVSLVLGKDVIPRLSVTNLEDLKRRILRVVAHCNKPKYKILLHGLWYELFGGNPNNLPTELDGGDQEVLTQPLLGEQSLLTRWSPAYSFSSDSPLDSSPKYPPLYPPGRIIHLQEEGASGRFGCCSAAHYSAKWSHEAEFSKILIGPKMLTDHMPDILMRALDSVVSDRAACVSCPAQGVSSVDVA
CAL PDZ FP-1 – inhibitors of human CAL PDZ peptide binding. purified CAL PDZ, TMR-peptide fluorescence polarization, 1 h. inhibition, % at 24.9 µM. hit rate 0.92% among 300,000. AID 602252;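 active means mean inhibition of at least 30% with at least half of replicates also reaching 30%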;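 further: 0% = DMSO neutral control and 100% = excess unlabeled competitor peptide PRC23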
C-LANA FP – KSHV C-LANA DNA binding inhibition | AID 504423 | inhibition, % at 9 µM | MBP-C-LANA/FAM-LBS DNA binding, fluorescence polarization | hit rate 0.078% among 340,000;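 active means highest replicate inhibition at or above 60% at 9 µM, even if other replicates fall short; inactive means all replicates below 60% inhibition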;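 further: 0% = neutral control wells and 100% = 4 µM acridine orange control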
NSD2 inh – NSD2 (human) methyltransferase inhibition; NSD2 peptide methylation, AlphaScreen, 120 min; inhibition, % at 12.5 µM; hit rate 0.54% among 310,000; AID 743445; in the data active means inhibition above about 50%
V-ATPase pH – yeast V-ATPase proton transport regulation by pHLuorin. S. cerevisiae, pHLuorin cytosolic pH fluorescence. response, % at 10 µM. hit rate 0.37% among 350,000. AID 504577; in the data active means response mostly above about 7.3%, no sharp cut-off; inactive means mostly below about 5.4%; further: actives read high; inactives centre near 0; some compounds called inactive have numbers as strong as hits
CAL PDZ FP-2 – inhibitors of human CAL PDZ peptide binding. Q9HD26. purified CAL PDZ, TMR-peptide fluorescence polarization, 1 h. hit rate 0.02% among 330,000. AID 504414. inhibition, % at 20 µM;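 active means highest replicate inhibition of at least 40%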;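 further: plate controls were DMSO neutral control wells for no effect and unlabeled competitor peptide control wells for full effect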
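Material – purified CerCALP PDZ construct · Detection – FP readout, S and P plane fluorescence · Measure – percent inhibition from loss of millipolarization · Controls – unlabelled peptide for full inhibition, DMSO wells as neutral · Probe or stimulus – TMR-labelled reporter peptide T*-PRC34 bound in PDZ groove · Times – 1 h at RT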
Arr AP2 block – blocks beta-arrestin peptide binding to AP2 adaptin; FITC-arrestin peptide / GST-AP2 beads, flow cytometry; AP2 beta2 appendage carries R879A mutation; hit rate 0.31% among 340,000; inhibition, % at 10 µM;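 active means inhibition above a set limit, near 3 SD of compounds lacking own fluorescence, cut at about 54% in these data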;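 further: plate controls were DMSO wells for no effect and 5 µM unlabelled arrestin peptide for full effect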
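Measured by: flow cytometry, FL1 (488/535 nm); Material: AP2 appendage R879A on GSH beads; Evaluation: percent response; Timing: pre-incubation 12 min, peptide binding 1 h, room temperature; Also added: 50 nM FITC-arrestin peptide; Medium: PBS with 0.05% Tween 20 and 0.1% BSA.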
Pemphigus Ab inh – inhibitors of pemphigus antibody binding to human desmoglein-3. AID 588358. binding (percent of control), % at 10 µM. DSG3-coupled beads, scFv-anti-DSG3-GFP binding, flow cytometry; stronger effect = lower value. hit rate 0.48% among 310,000;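 active means binding more than 3 SD below its plate's average and above zero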; further: some compounds called inactive have numbers as strong as hits
Cardiac RTF inh – cardiac RTF calcium desensitization; IANBD-labeled cardiac RTF, Ca2+ fluorescence; inhibition, % at 7.15 µM; hit rate 0.12% among 340,000;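 active means inhibition above the mean inhibition of all tested compounds plus 3 SD, cut at about 17% in these data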;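 further: assay run at fixed EC70 calcium of 1.6 mM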
* = called active by the depositor; nt = not tested or not shown.

SMILES | Keap1 Nrf2 FP | DAGLB inhibitor | CAL PDZ FP-1 | C-LANA FP | NSD2 inh | V-ATPase pH | CAL PDZ FP-2 | Arr AP2 block | Pemphigus Ab inh | Cardiac RTF inh
CCCN(CCC)CCCNC(=O)c1ccc(CS(=O)(=O)c2c(Cl)cccc2Cl)o1 | -5 | -2 | -4 | -0.4 | 63* | -1 | -0.3 | -1 | 97 | -9
CCCn1c2ccccc2c2cnn(CC(=O)NC3CCN(Cc4ccccc4)CC3)c(=O)c21 | -2 | -4 | -2 | 0.2 | 48 | -2 | -1.3 | 11 | nt | -6
CCOc1cccc2c1OC1(C)CC2NC(=O)N1c1cccc(Cl)c1 (stereo not given) | 2 | -1 | 93* | -0.5 | 0 | -3 | nt | 3 | nt | -8
CCOc1ccc(N2C(=O)CC(Sc3nc(C)cc(C)n3)C2=O)cc1 (stereo not given) | 0 | 3 | -3 | -0.6 | nt | -2 | -1.9 | 25 | 99 | 1
CC(C)OCCCNC(=S)N1CCC(C(=O)c2ccc(F)cc2)CC1 | nt | -1 | nt | nt | -1 | 0 | nt | nt | 96 | nt
CCOC(=O)c1sc(NC(=O)c2cc(-c3cccc(O)c3)on2)c(C(=O)OCC)c1C | 0 | -2 | nt | -1.0 | nt | -2 | -0.3 | 3 | 98 | -7
Cc1cc(C)n(CCCNC(=O)c2ccc3c(c2)NC(=O)CS3)n1 | 5 | 3 | 0 | 1.0 | -2 | 4 | 0.1 | 31 | 93 | 4
COc1ccc(/C=N/NC(=O)c2ccc(N)cc2)cc1Cn1cc([N+](=O)[O-])cn1 | 1 | 2 | -6 | -0.4 | -1 | -7 | 2.6 | 14 | 120 | -3
O=C(Nc1nc2c(s1)CCCC2)C1COc2ccccc2O1 (stereo not given) | 1 | -13 | nt | -0.1 | nt | 0 | 0.1 | 16 | 97 | -4
CC1CCN(CCCNC(=O)c2cc3c(Cl)nc4ccccc4c3s2)CC1 | -1 | 1 | -5 | -2.7 | 5 | 3 | -12 | -1 | 108 | -1
COc1ccc2ccccc2c1/C=N/n1cnnc1 | 2 | 0 | -4 | 0.0 | 0 | 1 | -0.5 | 7 | 121 | -3
O=C(Cn1nnc(-c2ccccc2F)n1)Nc1ccc(C(=O)N2CCOCC2)cc1 | -3 | -1 | 2 | -0.4 | 4 | -1 | -2.2 | -3 | 112 | 3
CCn1c(=O)c(C(=O)Nc2ncccc2O)c(O)c2ccccc21 | 0 | 0 | -5 | 0.8 | -1 | 2 | nt | -1 | 105 | -1
C=CCn1c(C)cc(C2=NNC(=NCC)SC2)c1C | -3 | 1 | -3 | 0.0 | 15 | -3 | -1.8 | 14 | 80 | -5
CCCOc1ccc(C(=O)CCNC(Cc2c[nH]c3ccccc23)C(=O)O)cc1 (stereo not given) | 4 | -1 | -1 | -0.7 | nt | 1 | -0.6 | 34 | 98 | -4
O=C(/C=C/c1ccncc1)c1ccc2c(c1)OCCO2 | -4 | 0 | -4 | 0.6 | -1 | 8 | -1.8 | 35 | 91 | -2
CC(=O)c1cc(-c2ccc(F)cc2)n(CCC(=O)Nc2cc(C)[nH]n2)c1C | -1 | -2 | -5 | -0.7 | nt | -1 | -0.8 | 7 | 108 | -10
Cc1cc(NC(=O)CCOc2ccc(F)cc2)no1 | -3 | 0 | nt | 0.4 | -4 | 0 | -0.7 | 0 | 108 | -4
O=S1(=O)N(Cc2ccccc2F)CCCN1Cc1c(F)cccc1Cl | 0 | -13 | -4 | -1.5 | -2 | 9.6* | 0.1 | 3 | 99 | -7
NC(=O)CC(NC(=O)c1cccc(Br)c1)c1ccc(NC2CCCCCCCCCCC2)c([N+](=O)[O-])c1 (stereo not given) | 2 | 3 | -7 | -0.2 | nt | 5 | -2.1 | 2 | 99 | -5
CCOc1ccc(NC(=S)Nc2ccccc2C2CC2)cc1 | 0 | -2 | -1 | 0.3 | 3 | -1 | -2.7 | -8 | 100 | 2
CCN(CC)CCn1nc2c3c(cccc3c1=O)-c1ccccc1-2 | 2 | -2 | -1 | -13 | 41 | 0 | -0.6 | 1 | 108 | -57
Nc1c(N(CCC2=CCCCC2)C(=O)Cc2ccc(F)cc2)c(=O)[nH]c(=O)n1Cc1ccccc1 | -3 | 7 | -5 | -0.6 | 1 | 2 | 0.5 | -12 | 96 | 0
c1ccc(-c2c[n+]3c(n2-c2ccccc2)SCC3)cc1 | nt | nt | nt | nt | -3 | -1 | nt | 9 | 106 | nt
CCOC(=O)c1oc2ccc(Br)cc2c1CSc1nnc(C)s1 | -3 | -7 | -3 | -0.1 | 5 | -3 | -0.1 | 15 | nt | -1
Cc1nc2ncnn2c(C)c1CCC(=O)NCc1ccco1 | -4 | 1 | -4 | -0.6 | 1 | -1 | -1.0 | 7 | nt | -3
COC(=O)C1=C(C)NC(=O)CC1c1ccccc1 (stereo not given) | 4 | 2 | -5 | 1.5 | -1 | 3 | -0.1 | 18 | 101 | 0
CCOC(=O)N=Nc1c(O)n(C)c2ccccc12 | -5 | 1 | -2 | 0.8 | 1 | 0 | -0.5 | -15 | 101 | 6
Cc1cc(NC(=O)C2CC(=O)N(c3ccccc3)C2)no1 (stereo not given) | -2 | -4 | -2 | 0.2 | -2 | 0 | -2.2 | 8 | 103 | 1
Cc1ccc(S(=O)(=O)Cn2nnnc2C(C(C)C)N2CCC(O)CC2)cc1 (stereo not given) | -3 | -1 | -2 | -0.5 | -5 | 1 | -1.1 | -4 | 108 | 5
O=C(NCCS(=O)(=O)N1CCC2(CC1)OCCO2)c1ccc(F)cc1 | -1 | 2 | -2 | 1.4 | -1 | -2 | -0.5 | 24 | 119 | -6
COc1cc(C2c3c(oc4ccccc4c3=O)C(=O)N2c2nccs2)ccc1O (stereo not given) | 0 | 0 | -7 | 1.5 | -10 | 3 | 0.3 | 38 | 79 | -5
CC(C)CN(C)C(=O)CCc1nnc(Cc2cccc(C(F)(F)F)c2)o1 | 1 | -1 | 22 | -1.0 | nt | 0 | -0.8 | -20 | 94 | -12
Cc1cccc(N(CC(=O)Nc2c(C)n(C)n(-c3ccccc3)c2=O)S(C)(=O)=O)c1 | -3 | 0 | 0 | 5.1 | -2 | -1 | nt | -1 | 106 | 8
NC(=O)c1cc(S(=O)(=O)NCc2ccc(Br)cc2)cs1 | 0 | 3 | -6 | -0.8 | -3 | -1 | -1.3 | -7 | nt | -8
Cc1ccc(C(=O)Nc2ncn[nH]2)cc1 | -4 | 0 | -10 | -1.1 | -4 | -4 | -0.4 | -14 | 98 | 1
COc1ccccc1NS(=O)(=O)c1cc(NC(=O)c2ccncc2)ccc1N1CCOCC1 | 4 | 0 | -3 | -2.1 | 0 | -3 | -7.0 | 2 | 105 | 1
Cn1cc([N+](=O)[O-])c(C(=O)Nc2ccc(C(=O)N3CCCCC3)cc2)n1 | -3 | -2 | -1 | -1.6 | -2 | -1 | -0.3 | 12 | 100 | 8
CC1C=CCC2C(=O)N(c3cccc(C(=O)Nc4ccc(F)cc4)c3)C(=O)C12 (stereo not given) | -8 | 0 | -1 | 0.4 | 1 | 2 | -0.7 | -15 | 104 | -9
O=C(Nc1ccc(S(=O)(=O)NC2=NCCCCC2)cc1)c1ccc([N+](=O)[O-])s1 | 4 | 5 | -3 | -0.5 | 6 | -1 | -1.7 | -1 | 100 | -7
COCCN(C(=S)Nc1ccccc1C)C(C)c1ccco1 (stereo not given) | -3 | -5 | 1 | 1.1 | 20 | 0 | -2.9 | -3 | 98 | -4
O=C(CN1CCN(c2cnn(-c3ccccc3)c(=O)c2Cl)CC1)NC1CCS(=O)(=O)C1 (stereo not given) | -3 | 0 | 4 | 0.7 | 0 | -4 | 0.7 | 0 | 99 | -1
CC(/C=N/NC(=O)c1cc(C(C)C)[nH]n1)=C\c1ccccc1 | -1 | 3 | -4 | 0.2 | -2 | -2 | -2.3 | 6 | 91 | 7
Cc1ccc2cc(CN(Cc3cccs3)Cc3nnnn3CC3CCCO3)c(=O)[nH]c2c1 (stereo not given) | 2 | 3 | -3 | 16 | 2 | -1 | -3.8 | 6 | 88 | 0
Cc1cc(-n2c(C)cc(C(=O)CN3C(=O)C(=O)N(C)C3=O)c2C)no1 | -2 | -1 | -3 | -2.4 | 5 | -2 | 1.2 | 10 | 100 | -6
COc1ccc(-c2c(-c3ccc(O)cc3O)n[nH]c2C)cc1OC | -2 | 0 | -5 | -0.8 | 12 | 4 | nt | -4 | 100 | -7
CC(O)(CS(=O)(=O)Cc1ccccc1)c1ccc(Cl)cc1 (stereo not given) | -7 | -1 | 0 | -2.9 | -1 | 2 | -1.9 | 12 | 107 | 4
O=Cc1c(NCc2ccccc2)c2ccccc2[nH]c1=O | -7 | -4 | -3 | 0.4 | 0 | -1 | -1.5 | -7 | 118 | -1

4 entries from above, set out differently:
COCCN(C(=S)Nc1ccccc1C)C(C)c1ccco1 (stereo not given)
  Keap1 Nrf2 FP: -3 | DAGLB inhibitor: -5 | CAL PDZ FP-1: 1 | C-LANA FP: 1.1 | NSD2 inh: 20 | V-ATPase pH: 0 | CAL PDZ FP-2: -2.9 | Arr AP2 block: -3 | Pemphigus Ab inh: 98 | Cardiac RTF inh: -4
O=C(CN1CCN(c2cnn(-c3ccccc3)c(=O)c2Cl)CC1)NC1CCS(=O)(=O)C1 (stereo not given)
  Keap1 Nrf2 FP: -3 | DAGLB inhibitor: 0 | CAL PDZ FP-1: 4 | C-LANA FP: 0.7 | NSD2 inh: 0 | V-ATPase pH: -4 | CAL PDZ FP-2: 0.7 | Arr AP2 block: 0 | Pemphigus Ab inh: 99 | Cardiac RTF inh: -1
CC(/C=N/NC(=O)c1cc(C(C)C)[nH]n1)=C\c1ccccc1
  Keap1 Nrf2 FP: -1 | DAGLB inhibitor: 3 | CAL PDZ FP-1: -4 | C-LANA FP: 0.2 | NSD2 inh: -2 | V-ATPase pH: -2 | CAL PDZ FP-2: -2.3 | Arr AP2 block: 6 | Pemphigus Ab inh: 91 | Cardiac RTF inh: 7
Cc1ccc2cc(CN(Cc3cccs3)Cc3nnnn3CC3CCCO3)c(=O)[nH]c2c1 (stereo not given)
  Keap1 Nrf2 FP: 2 | DAGLB inhibitor: 3 | CAL PDZ FP-1: -3 | C-LANA FP: 16 | NSD2 inh: 2 | V-ATPase pH: -1 | CAL PDZ FP-2: -3.8 | Arr AP2 block: 6 | Pemphigus Ab inh: 88 | Cardiac RTF inh: 0

Next section
SMILES | Keap1 Nrf2 FP | DAGLB inhibitor | CAL PDZ FP-1 | C-LANA FP | NSD2 inh | V-ATPase pH | CAL PDZ FP-2 | Arr AP2 block | Pemphigus Ab inh | Cardiac RTF inh
N/C(=N\OC(=O)N1c2ccccc2Sc2ccccc21)c1ccc(Br)cc1 | -10 | -9 | -2 | -1.1 | 16 | 1 | -0.8 | 4 | 82 | -1
O=C(O)C(Cc1ccnc2ccccc12)=NO | -8 | 0 | 1 | -1.4 | 1 | 1 | -0.5 | 3 | 109 | -12
CCOc1ccc(CCNC(=O)Cn2ncn3nc(-c4ccc(OC)cc4)cc3c2=O)cc1OCC | -4 | -3 | -1 | -1.0 | 0 | -2 | -2.2 | -10 | 101 | -6
O=[N+]([O-])C(=C1Nc2ccccc2N1)/C(Cl)=C(/Cl)Br | -18 | 0 | 0 | -0.3 | 0 | 1 | -2.7 | -6 | 104 | 4

Bioassay records from PubChem.

The list is partial, so the mix of outcomes need not match the whole.
